# Screening data from PubChem BioAssay.
# IDE act: boosts human insulin-degrading enzyme activity in HEK cells; P14735; FAbeta-B cleavage, fluorescence polarization; 0% vehicle, 100% cell-free pure enzyme wells; activation, % at 5.96 µM; 340,000 compounds, 0.073% hits; AID 493087;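 active means activation above the mean of all tested compounds plus 3 SD, set per screening campaign, cut at about 17% in these data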
# Target sequence (P14735 whole entry, looked up): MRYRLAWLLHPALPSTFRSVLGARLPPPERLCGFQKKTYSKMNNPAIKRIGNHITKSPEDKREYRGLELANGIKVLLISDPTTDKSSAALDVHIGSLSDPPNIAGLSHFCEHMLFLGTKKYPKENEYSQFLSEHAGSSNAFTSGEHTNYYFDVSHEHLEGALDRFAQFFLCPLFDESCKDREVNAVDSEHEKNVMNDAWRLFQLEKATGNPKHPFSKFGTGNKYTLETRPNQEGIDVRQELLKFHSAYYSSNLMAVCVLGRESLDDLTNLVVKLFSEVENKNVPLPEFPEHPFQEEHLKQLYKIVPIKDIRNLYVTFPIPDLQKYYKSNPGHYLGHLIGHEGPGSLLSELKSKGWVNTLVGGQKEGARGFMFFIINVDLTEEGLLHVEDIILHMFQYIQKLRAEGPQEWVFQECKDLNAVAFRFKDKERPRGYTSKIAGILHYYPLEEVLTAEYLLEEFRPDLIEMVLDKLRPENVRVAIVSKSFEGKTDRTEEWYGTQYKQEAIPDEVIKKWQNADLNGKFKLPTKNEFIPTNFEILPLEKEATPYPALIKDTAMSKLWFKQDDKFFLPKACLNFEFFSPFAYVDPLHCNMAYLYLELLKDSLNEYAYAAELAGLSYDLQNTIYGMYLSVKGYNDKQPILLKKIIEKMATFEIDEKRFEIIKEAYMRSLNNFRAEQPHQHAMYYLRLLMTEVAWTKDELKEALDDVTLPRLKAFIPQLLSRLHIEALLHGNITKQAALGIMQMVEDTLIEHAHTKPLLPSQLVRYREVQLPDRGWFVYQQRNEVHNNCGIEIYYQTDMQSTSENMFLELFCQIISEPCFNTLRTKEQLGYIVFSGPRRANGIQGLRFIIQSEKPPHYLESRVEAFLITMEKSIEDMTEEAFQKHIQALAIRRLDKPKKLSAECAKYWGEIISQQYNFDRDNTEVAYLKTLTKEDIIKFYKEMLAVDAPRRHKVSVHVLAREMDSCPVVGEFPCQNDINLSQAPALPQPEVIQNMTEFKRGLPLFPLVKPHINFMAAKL
# SUMO HTRF inh: inhibitors of human SUMOylation (UBC9); P63279; HTRF SUMOylation assay, SAE1/SAE2 + UBC9, in vitro; inhibition, % at 35 µM; 290,000 compounds, 0.36% hits; in the data active means inhibition above about 50%, passing the limit was not always enough; further: strong numbers were not always called active
# MEKK3 PB1 HTS: MEKK3-MEK5 PB1 interaction, increase or decrease. binding response (% of control), % at 10 µM. 290,000 compounds, 1.4% hits. bead-based flow cytometry, Alexa488-MEK5 binding to MEKK3; actives lie on both sides; 0 = blocked by unlabeled MEK5, 100 = vehicle. Q99759. AID 1529;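 active means binding response more than 3 SD above or below the average of its plate-row segment, actives on both sides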;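 further: Alexa488 bead fluorescence after subtracting the streptavidin-only scavenger bead signal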
# HCV NS3 hel inh: HCV NS3 helicase inhibition; NS3 helicase DNA unwinding, Cy5 molecular beacon fluorescence; inhibition, % at 10.9 µM; 290,000 compounds, 0.56% hits; AID 1800;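 active means inhibition above the mean of all tested compounds plus 3 SD, set per campaign, cut at about 35% in these data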;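 further: 0% = DMSO wells and 100% = thioflavine S control wells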
#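 Assay system: hepatitis C virus NS3 helicase domain fragment enzyme. Also added: annealed dual-labelled DNA beacon duplex, ATP-started. Timing: 1 h reaction at 25 °C, ATP-initiated. Technique: Cy5 fluorescence at 0 and 60 min, beacon hairpin quenching. Evaluation: % inhibition of unwinding. Replication: one well per compound.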
# IMP-1 inhibitor: inhibitors of Pseudomonas aeruginosa IMP-1 metallo-beta-lactamase | purified IMP-1, nitrocefin hydrolysis, epi-absorbance fluorescence | inhibition, % at 5.6 µM | 290,000 compounds, 0.45% hits;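 active means inhibition above the mean plus 3 SD of all compounds in the same screening run, cut at about 4.5% in these data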;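 further: 0% = IMP-1 with DMSO and 100% = DMSO wells lacking enzyme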
#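 assay system = purified recombinant IMP-1 metallo-beta-lactamase enzyme | schedule = 15 min preincubation plus 25 min reaction at 25 °C | signal = Epi-absorbance fluorescence, 480 nm excitation, 530 nm emission | read-out basis = percent inhibition from optical density relative to buffer-blank wells | controls = IMP-1 with DMSO as 0%, enzyme-free DMSO as 100%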
# VIM-2 inhibitor: inhibitors of Pseudomonas aeruginosa VIM-2 metallo-beta-lactamase | purified VIM-2, nitrocefin hydrolysis, epi-absorbance fluorescence | inhibition, % at 5.6 µM | 290,000 compounds, 0.89% hits;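 active means inhibition above the mean of all tested compounds plus 3 SD, cutoff set per screening run, cut at about 7.5% in these data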;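 further: red hydrolysis product quenches plate fluorescence so inhibitors raise well fluorescence; 0% = enzyme with DMSO and 100% = DMSO without enzyme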
# PHOSPHO1 inh: inhibitors of human PHOSPHO1 phosphatase | Q8TCT1 | recombinant PHOSPHO1, absorbance phosphatase assay | inhibition, % at 13.3 µM | 290,000 compounds, 1.1% hits; in the data active means inhibition above about 60%
# pCIP destab: p/CIP protein destabilization. 290,000 compounds, 0.01% hits. F442A p/CIP-EGFP cells, EGFP fluorescence, 16 h. Q05BA5. decrease of EGFP signal, % at 10 µM;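 active means EGFP signal decrease of at least 30% at 10 µM or well 3 SD below plate mean, unless failing retest; inactive means the rest, including hits failing retest or dose response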; further: some compounds called inactive have numbers as strong as hits; many of its hits are not listed in these tables
# DNA FID counter: fluorescent intercalator displacement, NS3 helicase counter-screen; DNA fluorescent intercalator displacement, fluorescence; inhibition, % at 7.9 µM; 290,000 compounds, 0.17% hits; AID 1845; in the data active means inhibition above about 37%;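 further: 0% = vehicle and 100% = reference compound; higher means more ethidium bromide displaced from hairpin DNA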
# * marks the source's active call; other numbers are inactive results; / = no result given; [ ] = another dose, or the depositor's remark.
SMILES,IDE act,SUMO HTRF inh,MEKK3 PB1 HTS,HCV NS3 hel inh,IMP-1 inhibitor,VIM-2 inhibitor,PHOSPHO1 inh,pCIP destab,DNA FID counter
CCOC(=O)N1CCN(C(=O)c2cc3c(s2)-c2c(C)cccc2OC3)CC1,-3,36,100,-11,-0.1,-0.3,15,12,-46
Cc1ccc2nc3c(cc(C(=O)NC4CCS(=O)(=O)C4)n3Cc3ccccc3)c(=O)n2c1 (configuration not stated),2,37,106,-8,-2.5,0.6,62*,-8,-50
CC(C)OCCCNC(=O)c1ccc2c(c1)S(=O)(=O)c1ccccc1C2=O,4,-7,101,1,-1.8,-1.2,47,-4,-24
O=C(Cc1ccccc1)N/N=C/c1ccc2c(c1)OCO2,/,8,124,-7,-3.2,0.1,4,7,10
COc1cccc(-n2c(SCC(=O)c3c[nH]c4ccccc34)nc3ccccc3c2=O)c1,3,-6,102,-1,-1.9,0.9,-1,-21,-3
CCC(=O)NCCCNc1nc2c(C)cccc2cc1C#N,2,13,103,-9,-2.8,-1.0,-21,-1,-20
CCc1ccc(CNc2ccc(O)cc2)cc1,-1,34,102,23,0.8,-3.4,-3,-13,-1
Cc1ccc(C)c(N2CCN(S(=O)(=O)c3ccc4[nH]c(=O)ccc4c3)CC2)c1,-3,20,96,-6,-0.1,-1.9,15,2,-35
O=C(Nc1sc2c(c1C(=O)NCc1cccnc1)CCCC2)c1ccco1,-1,-5,109,-2,-3.3,-0.6,14,12,-21
Cc1nonc1CC(=O)N1CCc2c([nH]c3ccccc23)C1c1ccccc1F (configuration not stated),4,11,85,10,1.0,-0.5,37,-55,-20
COc1cccc(C(=O)OCCNC(=O)c2cccnc2)c1,4,-1,102,-9,0.5,0.5,22,-8,3
CC(NC(=S)Nc1c(Cl)cccc1OC(F)F)C(C)(C)C (configuration not stated),2,-6,101,5,0.1,-0.5,-9,-26,-6
CCn1c(SCC(=O)N/N=C/c2ccncc2)nc2ccccc21,-9,0,97,-1,-1.3,-0.5,33,1,-13
CCn1c2ccccc2c2cc(N=C3SC(CC(=O)Nc4ccccc4OC)C(=O)N3CCOC)ccc21 (configuration not stated),3,-18,93,-10,-0.6,-0.5,-13,0,-6
CCOc1ccc(CNC(=O)C2CCN(S(=O)(=O)N3CCCC3)CC2)cc1OC,8,5,108,-1,-0.7,-2.9,12,1,-16
CCOc1ccc(-n2c(=O)c3sccc3n(CC(=O)Nc3cccc(OC)c3)c2=O)cc1,1,4,70,11,0.7,3.2,-29,-13,0
C=CCNc1nc(Cl)nc(NCc2ccco2)n1,-1,3,102,-16,0.0,-1.9,8,-2,-7
N#Cc1c(N2CCOCC2)nsc1-c1ccc(C(F)(F)F)cc1,/,5,96,8,-2.2,-3.1,39,-4,-6
C=CCn1c(SCC(=O)Nc2ccccc2C)nc(O)cc1=O,5,-7,99,9,0.5,0.5,40,6,-32
Cc1ccc(C)n1-c1ccc(N2CCOCC2)nc1,-8,1,100,7,-1.3,-1.7,12,-5,-8

# In another format: results already given.
# Every second line gives: IDE act, SUMO HTRF inh, MEKK3 PB1 HTS, HCV NS3 hel inh, IMP-1 inhibitor, VIM-2 inhibitor, PHOSPHO1 inh, pCIP destab, DNA FID counter
- CC(C)OCCCNC(=O)c1ccc2c(c1)S(=O)(=O)c1ccccc1C2=O
 : 4, -7, 101, 1, -1.8, -1.2, 47, -4, -24
- O=C(Cc1ccccc1)N/N=C/c1ccc2c(c1)OCO2
 : /, 8, 124, -7, -3.2, 0.1, 4, 7, 10
- COc1cccc(-n2c(SCC(=O)c3c[nH]c4ccccc34)nc3ccccc3c2=O)c1
 : 3, -6, 102, -1, -1.9, 0.9, -1, -21, -3
- CCC(=O)NCCCNc1nc2c(C)cccc2cc1C#N
 : 2, 13, 103, -9, -2.8, -1.0, -21, -1, -20
- CCc1ccc(CNc2ccc(O)cc2)cc1
 : -1, 34, 102, 23, 0.8, -3.4, -3, -13, -1

# Further compounds follow.
SMILES,IDE act,SUMO HTRF inh,MEKK3 PB1 HTS,HCV NS3 hel inh,IMP-1 inhibitor,VIM-2 inhibitor,PHOSPHO1 inh,pCIP destab,DNA FID counter
CC(NC(=O)CN(c1ccc(Br)cc1)S(C)(=O)=O)c1ccccc1 (configuration not stated),0,-1,99,12,-1.6,-1.5,18,-9,-15
Cc1ccc(C(C(=O)NCc2ccco2)N(Cc2ccco2)C(=O)CNC(=O)c2ccco2)cc1 (configuration not stated),2,15,99,5,-3.0,-4.5,28,-11,-30
CCCSc1nc(N)cc(=O)[nH]1,1,17,35*[inhibitor],6,-0.4,0.2,21,-10,-2
Cc1ccc(C)c(NC(=S)Nc2ncccc2C)c1,1,-7,103,4,-3.6,-1.2,24,9,-9
CCOC(=O)c1c(C)[nH]c(C)c1C(=O)COC(=O)c1cc2ccccc2cc1O,3,-1,97,-10,-3.6,-3.0,-4,-2,-7
Cc1ccc(SCCC(=O)Nc2cccc(N(C)S(C)(=O)=O)c2)cc1,2,11,99,-4,-3.3,-4.5,15,-13,-18
Nc1nonc1C(=O)NCCNCc1cc(Br)ccc1OCc1ccc(F)cc1,1,5,108,-13,-4.8,-3.5,9,-12,10
O=c1c2[nH]c3cccc(Cl)c3c2ncn1Cc1ccco1,0,5,101,-4,-1.6,0.8,43,-13,-3
CCNc1nc(Oc2ccc(C(=O)OC)cc2)nc(SC)n1,4,-10,67,9,-1.7,-1.1,34,-1,-13
COc1ccccc1C(CC(N)=O)c1ccco1 (configuration not stated),3,-2,101,12,-1.4,1.7,-5,-5,-2
O=C(NCC1CCCO1)c1ccc(C(=O)NCC2CCCO2)cc1 (configuration not stated),0,1,104,3,-2.9,-2.3,-14,-2,1
O=C1C2C(C(=O)N1/N=C/c1ccco1)C1C=CC2C12CC2 (configuration not stated),3,22,98,4,-2.7,-2.6,0,-6,3
Cc1ccccc1CC(=O)Nc1sc(C(C)C)cc1C(=O)N1CCOCC1,-1,8,100,4,-0.8,-0.4,23,21,-46
O=C(c1cccc2c1-c1ccccc1C2)N1CCCCC1,5,28,85,-7,0.9,0.6,19,-12,-13
N=c1c(C(=O)NC2CCCCC2)cc2c(=O)n3ccccc3nc2n1Cc1ccc(F)cc1,-5,1,98,-24,0.4,9.9*,32,0,10
CCOC(=O)CNC(=O)CSc1nnc(-c2ccncc2)n1-c1ccc(Cl)cc1,0,14,95,11,-0.9,1.7,4,-14,-15
CCN(CC)S(=O)(=O)c1ccc(Oc2ccccc2)c(N)c1,6,8,106,-7,-2.4,-3.3,28,-1,-14
Cc1nc2sccn2c(=O)c1S(=O)(=O)NCCc1ccccc1,5,12,101,3,-2.3,0.1,-6,-8,-7
O=C1OCCC1Sc1nnc(-c2ccc(F)cc2)n1Cc1ccccc1 (configuration not stated),3,1,101,-19,-3.5,0.7,6,2,-13
O=C(NCC1CCCO1)/C(=C/c1ccccc1F)NC(=O)c1ccccc1 (configuration not stated),4,-6,104,1,-0.1,-2.6,26,-8,0
Cc1ccc(OCC(=O)NCCCNC(=O)c2ccco2)cc1,-2,14,102,-5,-0.4,1.9,19,-10,-6
COc1ccc(C(=O)CSc2nccn2C)c(OC)c1,1,6,98,-4,-1.8,-0.3,-7,1,-4
CCOc1ccc(-n2ccnc2SCC(=O)Nc2nnc(CC)s2)cc1,1,6,105,2,-3.0,-2.4,58,-15,-22
Cc1ccn2cc(-c3cccc(NC(=O)c4ccccc4)c3)nc2c1,6,-14,105,-17,-3.6,-2.2,-32,-29,-2
O=C(CN(C(=O)CNC(=O)c1ccco1)c1ccc2c(c1)OCCO2)NC1CCCC1,3,-11,105,1,-2.8,-1.0,26,-10,-7
O=C1OC(c2ccccc2)C2(CCCC2)C(=O)C12CCCC2 (configuration not stated),0,-6,106,5,0.8,-0.6,4,4,-4
Cn1c(=N)n(CC(=O)c2ccc(Br)s2)c2ccccc21,3,10,/,-3,-3.6,-2.0,18,-2,8
COc1ccc(NC2=C(C(C)=O)C(c3ccccc3)C(C(C)=O)C(C)(O)C2)cc1 (configuration not stated),6,5,100,11,-2.0,-4.1,36,-1,-5
COc1cc2c(cc1OC)C1=CC(=O)C(=O)N1C(C)(C)C2,-5,8,101,-5,-2.9,-2.1,45,-35,4
Cc1cccc(C(=O)NC2CCN(CC(=O)NCc3ccccc3F)CC2)c1,1,3,102,3,-2.3,-3.4,35,4,-10
O=C(COc1ccc(Br)cc1)N1CCOCC1,-6,25,96,1,-2.8,-4.6,-6,-17,0
O=C(NCCc1ccc(Cl)cc1)C1CCN(S(=O)(=O)N2CCCCC2)CC1,1,17,94,8,-3.7,-2.9,21,-1,-25
C/C(=N/NC(=O)C(C)n1nc(C)c([N+](=O)[O-])c1C)c1ccc(OCC(N)=O)cc1 (configuration not stated),5,4,84,9,-5.0,-4.7,42,-8,-27
CCOC(=O)c1cccc(NC(=O)CSc2nnc(-c3cccnc3)n2C)c1,1,10,99,5,-3.0,-2.8,-7,-7,-14
Cn1nc(C(=O)Nc2sc3c(c2C#N)CCCC3)ccc1=O,-4,12,101,14,-2.9,-2.4,-15,-6,-2
CCCCCCNc1nc(Cl)nc(NC(C)(C)CO)n1,4,-22,101,12,-3.6,-3.6,36,-5,-30
Cc1ccccc1C(=O)Nc1ccnn1C1CCN(Cc2cnn(C)c2)CC1,0,4,102,-1,-2.2,-0.3,33,-2,2
OCc1cn(-c2ccccc2)nc1-c1ccc(Br)cc1,3,-2,111,-13,-1.1,-1.1,/,6,-7
COc1ccc(S(=O)(=O)NCc2ccco2)cc1NC(=O)c1ccccc1,0,4,99,2,-3.2,-2.6,39,-6,-18
CCCCn1c(=O)[nH]c(=O)c2c1nc(-c1ccc(-c3ccccc3)cc1)n2C,5,20,102,-19,-0.8,-5.0,27,3,-5
CN(C)/C=C/C(=O)c1cccc([N+](=O)[O-])c1,/,-1,57,11,-1.4,1.3,12,4,7
Cc1onc(-c2c(F)cccc2Cl)c1C(=O)OCn1nnc2ccccc2c1=O,-7,-8,96,-7,-5.8,-0.2,15,14,-17
CC1=Nc2cccc([N+](=O)[O-])c2NC(=O)C1,1,4,101,10,-4.9,-3.1,57,-4,0
C=C(C)C1CC=C(C)/C(=N/NC(=O)c2ccccc2[N+](=O)[O-])C1 (configuration not stated),4,11,104,-5,-3.3,-2.4,16,-8,-4
CCC(C)NC(=O)C1CCCN1S(=O)(=O)c1ccc(Cl)cc1 (configuration not stated),0,10,113,12,-6.6,-1.7,-6,6,-2
CSc1nc(-c2ccco2)cc(-c2ccccc2)c1C#N,1,18,99,-3,-1.0,-1.6,23,-5,-3
CCCNC(=O)CC1Sc2ccccc2NC1=O (configuration not stated),0,-18,104,-1,-2.7,-3.2,14,9,2
COc1ccc(C(CNC(=O)COc2ccccc2C)N2CCCC2)cc1 (configuration not stated),3,12,104,-7,-1.0,-0.9,/,7,6
CCS(=O)c1ccccc1C(=O)O (configuration not stated),2,32,99,2,-3.1,-1.3,-16,-14,0

# Not all compounds are listed, so the mix of outcomes need not match the whole.
